HT1080 viability = cytotoxicity in HT1080 fibrosarcoma cells, cell-based, fluorescence readout (AID 620) | cytotoxicity, % at 10 µM; hits with a dose series show EC50 in µM | HT1080 viability, fluorescence; higher % means a stronger effect | 87,000 compounds, 0.42% hits; in the data active = cytotoxicity above about 50%;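 note: cells exposed to compound overnight then 4 h with Alamar Blue; 0% = vehicle DMSO and 100% = killing control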
Active calls of the source: *. Not all compounds are listed; count on the stated rates, not on these rows.

SMILES	HT1080 viability
O=C(OCn1nnc2ccccc2c1=O)c1cccnc1Cl	-20.0%
CCCCCCN(C(=O)CCCCCN1C(=O)NC(c2ccc(-c3ccccc3)cc2)C(C(=O)OCc2ccccc2)=C1C)C(C(=O)NCCCC)c1cccc(C(=O)OC)c1 (stereo unspecified)	-31.4%
CC(C)C(C)NC(=O)CSc1nc2scc(-c3ccco3)c2c(=O)n1-c1ccccc1 (stereo unspecified)	7.2%
CCCCCOc1ccc2oc(=O)c3c(c2c1)CCCN3C(=O)CN1CCCC(C(=O)OCC)C1 (stereo unspecified)	-12.7%
CCOc1cc(OCC)cc(C(=O)O)c1	5.4%
COc1cc(C)c(C(C)C)cc1S(=O)(=O)n1ccnc1	-1.7%
CCCc1c(O)c2ccccc2[nH]c1=O	-8.8%
c1ccc2cc(-c3cc4ccccn4c3)ccc2c1	-10.7%
COc1ccccc1-c1cc(C(F)(F)F)nc(S(C)(=O)=O)n1	-0.9%
Cc1cc(C)cc(-n2c(O)c(C=NC3CCS(=O)(=O)C3)c3ccccc3c2=O)c1 (stereo unspecified)	-14.2%
CCCCN(Cc1cc2ccccc2[nH]c1=O)C(=O)c1ccccn1	18.1%
Cc1cc(C)cc(OCC(=O)OCC(=O)c2c(N)n(C)c(=O)n(C)c2=O)c1	5.8%
O=c1cc(O)c(-c2cccc(Cl)c2)c(Cl)[nH]1	19.9%
CCOc1ccc(C/C(N)=N/n2cnnc2)cc1	-8.8%
CCC1=C2CC[C@H]3C(=O)N(C)C(=O)[C@H]3[C@H]2[C@@]2(C)C(=O)N(CC3CC3)C(=O)N2C1=O	-31.3%

Individual results from above:
HT1080 viability with CCCCCOc1ccc2oc(=O)c3c(c2c1)CCCN3C(=O)CN1CCCC(C(=O)OCC)C1 (stereo unspecified) → -12.7%
HT1080 viability with c1ccc2cc(-c3cc4ccccn4c3)ccc2c1 → -10.7%

Back to the main list; the two compounds before the break are reprinted first.
SMILES	HT1080 viability
CCOc1ccc(C/C(N)=N/n2cnnc2)cc1	-8.8%
CCC1=C2CC[C@H]3C(=O)N(C)C(=O)[C@H]3[C@H]2[C@@]2(C)C(=O)N(CC3CC3)C(=O)N2C1=O	-31.3%
Cc1ccccc1-n1c(SCC(=O)Nc2ccc3c(c2)OCO3)nnc1-c1ccccn1	-2.3%
COc1ccccc1OCc1nnc(SCC(=O)NCc2ccco2)n1-c1ccccc1	-9.3%
COCC(C)OC(=O)c1c(N)n(CC(C)C)c2nc3ccccc3nc12 (stereo unspecified)	11.3%
CCOC(=O)N1CCN(CC(O)COC2CC(C)CCC2C(C)C)CC1 (stereo unspecified)	2.4%
CCOC(=O)C1=C(CSCc2ccccc2)NC(=O)NC1c1cc(C)ccc1C (stereo unspecified)	-20.3%
O=C(O)CNc1nc(-c2ccccc2)nc2ccccc12	-10.9%
O=C(CN1C(=O)c2cccc3cccc1c23)Nc1ccc(S(=O)(=O)Nc2nccs2)cc1	-1.3%
CCC(C)NC(=O)c1ccccc1NC(=O)c1ccccc1N(C)S(C)(=O)=O (stereo unspecified)	5.4%
CCCCn1c(=NC(=O)c2cccnc2)c(C#N)cc2c(=O)n3cccc(C)c3nc21	-10.3%
COn1c(SC(C)C)nc2ccccc2c1=O	6.4%
Cc1nc2ccccc2nc1CSc1nnc(N)s1	16.5%
O=C(O)c1cc2ccccc2c(=O)s1	13.7%
Clc1ccc(-c2nnc(SCc3nc4ccccc4[nH]3)o2)c(Cl)c1	-10.6%
Cc1cccc(C(=O)N2CCCN(C(=O)c3cccc(C)c3)CC2)c1	-0.6%
Cc1ccc(SCCC(=O)NC(C)C)cc1	-13.8%

SMILES	HT1080 viability
CCOC(=O)c1c(C)n(OC)c2ccc3c(no[n+]3[O-])c12	3.7%
CC1CCC2(CC1)NC(=S)N(c1ccccc1)N2 (stereo unspecified)	-2.6%
Cc1ccc(S(=O)(=O)N2CCCC(C(=O)Nc3ccc(NC(=O)c4ccccn4)cc3)C2)cc1 (stereo unspecified)	-3.0%
CC(=O)Oc1ccc2c(c1)OC(c1ccccc1)CC21CC(C)(C)NC(=S)N1 (stereo unspecified)	9.2%
CC(=O)c1cn(CC(=O)NCc2ccco2)c2ccccc12	-8.3%
CC1(C)N=C(c2ccccc2)C(=O)N1	-2.1%
COc1cccc(S(=O)(=O)N2CCOCC2)c1	-4.6%
O=C1CC(SC(=NCc2ccc3c(c2)OCO3)Nc2ccccc2)C(=O)N1c1ccccc1 (stereo unspecified)	5.5%
Cc1ccc(N2C(=S)N=C(Nc3ccccc3C)C23CCOC(C)(C)C3)cc1 (stereo unspecified)	1.4%
COc1cc(NC(=O)CSc2ncnc3c2cnn3Cc2ccccc2)cc(OC)c1	-10.0%
C[C@@]1(C(NC(=O)c2cccs2)c2ccc(-c3ccccc3)cc2)C[C@H]1C1CCCCC1 (stereo partly specified)	-10.0%
COc1ccc(NC(=O)CN(C)S(=O)(=O)c2ccc(Cl)cc2)cc1Cl	3.8%
Cc1ccc(-c2nnc(N(C)C(=O)c3cccnc3)s2)cc1	-2.6%
COc1ccc(-c2c(C)n([O-])c3c([n+]2=O)CCCC3)c(OC)c1	-8.4%
COC(=O)C1=C(CSc2nncn2C)NC(=O)NC1c1ccc(F)cc1 (stereo unspecified)	-3.6%

SMILES	HT1080 viability
COc1cc(C)c(Cl)cc1S(=O)(=O)n1ccnc1C	8.4%
CNC(=O)CSc1nc2nc(C)cc(C)n2n1	16.5%
COC(=O)[C@@]1(Cc2ccccc2)C=C[C@@H](C)N1	-31.3%
COCC(C)n1c(C)cc(C(=O)CSc2nnc(N)s2)c1C (stereo unspecified)	19.8%
CC(C)N1C2OC(C3OC4C(O3)N(C(C)C)S(=O)(=O)N4C(C)C)OC2N(C(C)C)S1(=O)=O (stereo unspecified)	7.4%
Cc1ccc(Nc2cnn(C34CC5CC(CC(CC(=O)O)(C5)C3)C4)c(=O)c2Cl)cc1C	-2.9%
CCCn1c(N)c(N2CCCCC2)c(=O)n(CC(=O)Nc2ccccc2)c1=O	-12.9%
CCc1onc(C)c1C(=O)Nc1cc(C)ccc1OC	-9.1%
CCOc1cc(-c2cc(-c3ccc(C)cc3)nc(N)c2C#N)ccc1O	3.7%
Cc1cc(C)nc(Nc2n[nH]c(COc3ccc4ccccc4c3)n2)n1	-10.0%
CCOc1ccc(Nc2nc(Cc3nnc(SCC(=O)c4ccc(C)cc4)o3)cs2)cc1	13.6%
CC(Cc1cccs1)NC(=O)Nc1cccc(Cl)c1 (stereo unspecified)	16.5%
CCOc1ccc(CSC(=N)N)cc1[N+](=O)[O-]	0.5%
O=C(Nc1nnc(C2CC2)s1)C1Cc2ccccc2CN1S(=O)(=O)c1ccccc1F (stereo unspecified)	-17.0%
CCc1cc2cc(C(=O)Nc3ccc(F)cc3)sc2s1	10.1%

SMILES	HT1080 viability
Cc1ccc(N2CCN(c3ccc(C)cc3)C2c2cccnc2)cc1	-0.8%
C=CCn1c2ccccc2c2nnc(SCC(=O)OCN3C(=O)c4ccccc4C3=O)nc21	-8.1%
COc1ccc(OCC(O)Cn2ccnc2C)cc1 (stereo unspecified)	0.6%
Cc1ccc(CN2C(=O)CCC2(C)C(=O)NCc2cccnc2)cc1 (stereo unspecified)	6.2%
Nc1c(C(=O)c2ccccc2)sc(Nc2ccccc2)c1S(=O)(=O)c1ccccc1	4.5%
CCN(CC)C(=O)CSc1nnc(-c2ccco2)n1N	-11.9%
O=C(O)CSCC(=O)Nc1ccccc1	-5.1%
Cc1ccc(-n2nnnc2-c2ccco2)cc1	14.5%
CC(C)CCCC(C)NS(=O)(=O)Cc1ccccc1 (stereo unspecified)	-4.7%
Cc1ccc(OC(=O)COc2ccccc2)c(-n2nc3ccccc3n2)c1	-20.2%
O=C(NCc1ccccc1F)c1ccc2c(c1)OCO2	-14.3%
CCC(=O)N1CCN(c2ccc(NC(=O)c3c(F)c(F)c(OC)c(F)c3F)cc2)CC1	3.9%
COc1ccc(NC(=O)CN(C2CCCCC2)S(C)(=O)=O)cc1Cl	-4.8%
COc1cc(C2NC(C(=O)O)Cc3c2[nH]c2ccccc32)cc(OC)c1OC (stereo unspecified)	3.0%
CCCSC1=N/C(=C\c2ccc3c(c2)OCO3)C(=O)S1	-14.5%

SMILES	HT1080 viability
O=C(OCC1OC(n2cnc3c(N(C(=O)c4ccccc4)C(=O)c4ccccc4)ncnc32)C(O)C1F)c1ccccc1 (stereo unspecified)	-4.7%
Fc1ccc(Cn2c(-c3cscn3)nc3ccccc32)c(Cl)c1	-1.4%
O=C(NCCCN1CCOCC1)C1COc2ccccc2O1 (stereo unspecified)	11.5%
CC(=O)NC1(c2ccc(F)cc2)CCN(C(=O)Nc2ccc(F)cc2F)CC1	14.0%
CC(=O)c1ccc(-n2c(CCC(=O)O)ccc2-c2cccs2)cc1	-5.1%
COC(=O)C1=C(C)N(CCCC(=O)O)C(=O)NC1c1cccc2ccccc12 (stereo unspecified)	5.9%
Cc1cc(Nc2nc3ccccc3nc2Cl)n(-c2ccccc2)n1	-9.2%
C=CCc1ccc(OCc2ccc(C(=O)OC)o2)c(OC)c1	-7.1%
CCCCCOC(=O)c1ccc(N2C(=O)C3C4C=CC(C4)C3C2=O)cc1 (stereo unspecified)	2.4%
O=C(O)/C=C/c1cn(Cc2ccccc2)nc1-c1ccccc1	-11.5%
O=C1C2CC=CCC2C(=O)N1CNc1ccccc1 (stereo unspecified)	-4.5%
Cc1cccc(OCCSc2ncnc3nc[nH]c23)c1	-1.4%
CCCNCCC(c1ccco1)c1ccccc1OC (stereo unspecified)	2.2%
CC1CC(C)CN(CCCNC(=O)Cn2ncn3cccc3c2=O)C1 (stereo unspecified)	-2.1%
O=C(CCNS(=O)(=O)c1ccc(Br)s1)Nc1ccc(Cl)cc1	-5.4%

An excerpt from the list above, for reference:
SMILES	HT1080 viability
Fc1ccc(Cn2c(-c3cscn3)nc3ccccc32)c(Cl)c1	-1.4%
O=C(NCCCN1CCOCC1)C1COc2ccccc2O1 (stereo unspecified)	11.5%
CC(=O)NC1(c2ccc(F)cc2)CCN(C(=O)Nc2ccc(F)cc2F)CC1	14.0%
CC(=O)c1ccc(-n2c(CCC(=O)O)ccc2-c2cccs2)cc1	-5.1%
COC(=O)C1=C(C)N(CCCC(=O)O)C(=O)NC1c1cccc2ccccc12 (stereo unspecified)	5.9%
Cc1cc(Nc2nc3ccccc3nc2Cl)n(-c2ccccc2)n1	-9.2%
C=CCc1ccc(OCc2ccc(C(=O)OC)o2)c(OC)c1	-7.1%

(next part)
SMILES	HT1080 viability
CCOc1ccccc1N(CC(=O)NC1CCCCC1)C(=O)CNC(=O)c1ccco1	-8.3%
COC(=O)c1cc2sc(Cl)cc2n1CC(=O)NCC1CCCO1 (stereo unspecified)	-3.4%
Nc1nc(SCC(=O)NC2CCCCCC2)[nH]c(=O)c1-c1ccccc1	-2.9%
C=CCSc1nnc(NC(=O)c2nc(SCC)ncc2Cl)s1	-7.9%
CCOc1cc(C(=O)O)cc(Cl)c1OC	-6.2%
CC(=Nc1ccccc1C)C1=C(O)CSC1=O	2.2%
CC(C)CCNC(=O)c1cccc(C(=O)NCCC(C)C)c1	6.4%
CSc1ccccc1-n1nnnc1SCC(=O)Nc1ccccc1C	0.1%
Cc1ccc(C(C(=O)NC2CCCCC2)N(Cc2ccco2)C(=O)Cn2cnc3ccccc32)cc1 (stereo unspecified)	-3.2%
COc1cccc(C(=O)Nc2cccc(OCC(=O)O)c2)c1	-5.0%
COc1ccc(/C=N/Nc2nccnc2Cl)cc1	-5.8%
CCOc1ccc2nc(Cl)c(/C=C/C(=O)c3ccco3)cc2c1	-11.7%
COC(=O)C12CC3CC(C1)CC(n1cnc(Cl)n1)(C3)C2	-4.9%
CCN(CC)S(=O)(=O)c1cccc(-c2nnc(SCC(=O)NC3CCCCCC3)n2N)c1	-8.3%
O=C(O)CCc1nn2c3ccccc3n(CCN3CCCCC3)c2nc1=O	-7.8%

SMILES	HT1080 viability
CC1=NN2C(=N)/C(=C\c3ccc(SCc4ccccc4)o3)C(=O)N=C2S1	5.7%
Cc1csc(NC(=O)C2CCCC2)n1	-16.4%
CCOc1ccc(-n2c(=S)sc3c(=O)[nH]c(SCC(=O)NC(C)CC)nc32)cc1 (stereo unspecified)	-0.8%
O=C(O)C(=O)/C(=C\c1cccc2ccccc12)c1ccc2ccccc2n1	7.1%
CC(C)CC[n+]1ccn(C2=C([O-])c3ccccc3C(=O)/C2=N\S(=O)(=O)c2ccccc2)c1	-3.2%
Clc1cccc(CSC2=NCCCN2)c1	3.7%
N#CC1=C(N)Oc2n[nH]c(-c3cccs3)c2C1C1CCCCC1 (stereo unspecified)	-2.1%
COCc1cc(C(C)=O)ccc1OC	-14.4%
CCNCC(=O)N1c2ccccc2CCc2ccc(NC(C)=O)cc21	2.7%
CSc1cc(-c2ccccc2)n(Cc2ccc(Cl)cc2Cl)c(=O)c1C#N	-9.5%
O=C(CO/N=C/c1ccccc1)N1c2ccccc2Oc2ccccc21	-10.3%
Cc1ccc(Cl)c2c1NC(=O)C2(O)CC(=O)c1ccc(F)cc1 (stereo unspecified)	-181.4%
COc1ccc(NC(=O)CCOc2ccccc2)cc1	-8.0%
OC1C2CN3CCN(C2)CC1(Cc1ccccc1)C3 (stereo unspecified)	-15.6%
O=C(Nc1ccc(Cl)cc1)NC1CCCCC1	-1.2%
CCOC(=O)c1c(C)n(C)c2ccc(OCCN(C)C)cc12	3.4%
C=CCOc1ccc(C2OC34CCCCC3C(C#N)(C#N)C2(C#N)C(=N)O4)cc1 (stereo unspecified)	15.6%
Cc1ccc(-c2nc3ccccc3n2C)o1	-8.0%

Screening data deposited in PubChem BioAssay by Sanford-Burnham Center for Chemical Genomics.
